KCNK3 block = human KCNK3 channel inhibition, primary screen | O14649 | CHO-KCNK3 thallium flux, FluxOR fluorescence; stronger effect = lower value | B-score at 10 µM | 340,000 compounds, 0.84% hits | AID 602410;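 active = B-score under library mean minus 4 SD, starting fluorescence ratio at most library mean plus 5 SD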;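 also: more negative B-score means stronger inhibition of thallium flux through KCNK3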
Target sequence (O14649 whole entry, looked up): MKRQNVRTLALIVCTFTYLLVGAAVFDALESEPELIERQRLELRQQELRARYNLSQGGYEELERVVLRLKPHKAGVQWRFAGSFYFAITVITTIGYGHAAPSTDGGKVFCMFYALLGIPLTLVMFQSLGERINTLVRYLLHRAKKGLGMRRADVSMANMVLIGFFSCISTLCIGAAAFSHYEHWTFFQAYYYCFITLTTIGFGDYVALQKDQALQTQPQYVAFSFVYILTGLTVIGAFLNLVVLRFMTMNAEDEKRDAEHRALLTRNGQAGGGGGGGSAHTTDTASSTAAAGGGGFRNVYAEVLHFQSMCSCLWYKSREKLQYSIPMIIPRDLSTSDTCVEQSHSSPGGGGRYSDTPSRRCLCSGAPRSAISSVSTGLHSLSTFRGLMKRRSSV
Calls only; i = inactive.

SMILES	KCNK3 block
Cc1cc(C)c(NC(=O)COC(=O)c2ccncc2)c(C)c1	i
COc1ccccc1CNC(=O)COC(=O)c1cccs1	i
CCOc1cc(C(=O)OCC(=O)Nc2cccc(S(=O)(=O)NC3=NCCCCC3)c2)cc(OCC)c1OCC	i
O=C(c1cccc(Cl)c1)N1CCC2CC1c1cc(-c3ccc(F)cc3)ccc12 (stereo not drawn)	i
CC1(CCc2ccccc2)NC(=O)N(CC(=O)Nc2ccccc2C#N)C1=O (stereo not drawn)	i
Oc1ccccc1C1SC(c2ccccc2O)SC(c2ccccc2O)S1 (stereo not drawn)	i
O=C(CSc1ccc([N+](=O)[O-])cc1)Nc1nnc(C2CC2)s1	i
CCOc1ccc(NC(=O)[C@@H]2CCCN2C(=O)c2cccs2)cc1S(=O)(=O)N1CCOCC1	i
COC(=O)/C(=C/c1cn(C(C)=O)c2ccccc12)[N+](=O)[O-]	i
C[C@@H]1CN([C@H](C)CO)C(=O)c2cc(NC(=O)Nc3ccc(C(F)(F)F)cc3)ccc2O[C@H]1CN(C)S(=O)(=O)c1ccc(Cl)cc1	i
COc1ccc(C2=CC(=O)C[C@H](CN3C(=O)c4ccccc4C3=O)N(C(=O)OC(C)(C)C)O2)cc1	i
CCOCCCNC(=O)CN1CCN(S(=O)(=O)c2ccc3c(c2)CCC3)CC1	i
O=C(Cc1ccc(NC(=O)C2CCN(C(=O)c3ccccc3)CC2)cc1)Nc1ccc(C(=O)N2CCOCC2)cc1	i
Cc1ccccc1C(=O)NC(=S)N(Cc1ccccc1)c1ccccn1	i
O=C(CN1c2cccc3cccc(c23)S1(=O)=O)N1CCN(c2ccc(F)cc2)CC1	i
Cc1cccc(C(=O)NCC(=O)N2CCN(c3ccccn3)CC2)c1	i
Cc1cccn2c(=O)c3cc(C(=O)N4CCN(Cc5ccccc5)CC4)sc3nc12	i
O=C(Cn1cc([N+](=O)[O-])ccc1=O)NCC1COc2ccccc2O1 (stereo not drawn)	i
Nc1c(N(Cc2ccco2)C(=O)c2cccc(F)c2)c(=O)[nH]c(=O)n1Cc1ccccc1	i
O=C(CSc1ncnc2sccc12)N1CCCCC1	i
CCc1cc2c(SCC(=O)NCC3CCCO3)ncnc2s1 (stereo not drawn)	i
CCOC(=O)C1CCCN(C(=O)c2ccc3ncsc3c2)C1 (stereo not drawn)	i
Cc1ccc(S(=O)(=O)N(C)C)cc1NC(=O)COC(=O)C1=COCCO1	i
N#CC1(Nc2ccc(-c3ccc(Cl)cc3)cc2)CCCC1	i

Compounds from the list above containing an aryl thioether with sulfur outside any ring:
SMILES	KCNK3 block
O=C(CSc1ccc([N+](=O)[O-])cc1)Nc1nnc(C2CC2)s1	i
O=C(CSc1ncnc2sccc12)N1CCCCC1	i
CCc1cc2c(SCC(=O)NCC3CCCO3)ncnc2s1 (stereo not drawn)	i

(list continues)
SMILES	KCNK3 block
CCN(Cc1ccc(OC)c(F)c1)C(C)C(=O)Nc1ccc(S(=O)(=O)N2CCCC2)cc1 (stereo not drawn)	i
COc1ccc(C(=O)NCC(=O)N2CCN(C(=O)c3ccco3)CC2)cc1[N+](=O)[O-]	i
CN(C)C(=O)c1ccc(N=Nc2c(O)c3ccccc3[nH]c2=O)cc1	i
CC12CCC(=O)N1C(C(=O)Nc1ccccc1N1CCCC1)CS2 (stereo not drawn)	i
O=C(c1ccc(Cl)cc1)N1CCN(S(=O)(=O)/C=C/c2ccccc2)CC1	i
CC(CCN1CCC(CN2C(=O)C(=O)NC[C@@H]2Cc2ccccc2)CC1)c1ccccc1 (stereo partly drawn)	i
COc1ccc(N(C)S(=O)(=O)c2cccc(C(=O)OCC(=O)c3c(N)n(C)c(=O)n(C)c3=O)c2)cc1	i
COc1ccc(/C=C/C(=O)OCC(=O)NC2CCCC2)c(OC)c1	i
Cc1cccc(NC(=O)C(C)Sc2nnc(-c3cccnc3)o2)c1 (stereo not drawn)	i
O=C(c1ccc(-c2ccccc2Cl)o1)N1CCCC(C(F)(F)F)C1 (stereo not drawn)	i
CCN(C(=O)COC(=O)CNC(=O)c1ccc(Cl)cc1Cl)c1c(N)n(Cc2ccccc2)c(=O)[nH]c1=O	i
CC1CCN(C(=O)c2ccc(S(=O)(=O)N3CCCCCC3)cc2)CC1	i
CCc1ccc2c(CC(=O)Nc3cccc(S(=O)(=O)N4CCOCC4)c3)coc2c1	i
O=[N+]([O-])c1cc(CN2CCCC2)c2cccnc2c1O	i
CC(=O)Nc1ccc(NC(=O)CSc2nnc(C3CC3)n2-c2ccccc2)cc1	i
CN(CC(=O)Nc1ccc(Cl)c(C(F)(F)F)c1)C(=O)c1ccccc1SCC(=O)N1CCCC1	i
O=C1c2ccccc2C(O)(c2ccccc2)N1c1ccc([N+](=O)[O-])cc1Cl (stereo not drawn)	i
CC1CCC(NC(=O)COC(=O)CNC(=O)c2ccc3ccccc3c2)CC1 (stereo not drawn)	i
CCOc1ccc(NS(=O)(=O)c2cc(C(=O)NCCCN3CCOCC3)ccc2C)cc1	i
CN(C)c1ccc(C=c2c3cc(O)ccc3n3c2cc(-c2ccccc2)[n+]3C)cc1	i
CCOc1ncccc1C(=O)OC(C)C(=O)Nc1ccc(Cl)cn1 (stereo not drawn)	i
Nc1cc(C(=O)OCC(=O)c2ccc(CC(=O)N3CCOCC3)s2)ccc1Cl	i
CC(C)C[C@H]1CN([C@@H](CC(C)C)CN2CCCC2CN2C(=S)NC[C@@H]2Cc2ccc(O)cc2)C(=S)N1CC1CCCCCC1 (stereo partly drawn)	i
Cc1nc(SCC(=O)N(CC(C)C)C2CCS(=O)(=O)C2)c2ccccc2n1 (stereo not drawn)	i
CC(C)(C)OC(=O)N1CCCC(C(=O)Nc2cccc(C(=O)NCCCc3ccccc3)c2)C1 (stereo not drawn)	i
O=c1[nH]c2cc([N+](=O)[O-])ccc2c2ccccc12	i
CC(=O)c1cccc(NC(=O)CN2C(=O)C(=O)N(Cc3ccco3)C2=O)c1	i
COc1ccc(NC(=O)CN2C(=O)NC3(CCCCC3C)C2=O)cc1S(=O)(=O)N1CCOCC1 (stereo not drawn)	i
Cc1ccc(S(=O)(=O)NC(=O)NCc2ccco2)cc1	i
O=C(COc1cc(F)ccc1[N+](=O)[O-])Nc1cccc(S(=O)(=O)NC2=NCCC2)c1	i
O=c1[nH]cnc(O)c1C1C=CC=CC=C1	i
O=C(CNC(=O)c1cc(=O)[nH]c2ccc(S(=O)(=O)N3CCOCC3)cc12)Nc1ccc(F)c(F)c1	i
COc1ccc(CN(C)C(C)C(=O)N(C)CC(=O)Nc2ccc(C)cc2)cc1F (stereo not drawn)	i
Cc1ccc(OCCNC(=O)CCNC(=O)c2ccc(Cl)cc2)cc1	i
O=C(OCC(=O)N1CCCCCC1)c1ccccc1Br	i
Cc1nc(N)[nH]c(=O)c1CCCNS(=O)(=O)c1ccc([N+](=O)[O-])cc1	i
O=C(COc1ccc(Cl)cc1Br)NC1CC1	i
Cc1cc(C)c(C#N)c(SCC(=O)Nc2c(C)n(C)n(-c3ccccc3)c2=O)n1	i
Cc1cc(C)c(C)c(S(=O)(=O)Nc2ccccc2N2CCOCC2)c1C	i
O=C(NCC(=O)N1CCN(C/C=C/c2ccccc2)CC1)c1ccc(OC(F)F)cc1	i
CC[C@]12c3[nH]c4cc(-c5ccco5)ccc4c3CCN1C(=O)[C@@H](CC(=O)NCc1cccc(C(F)(F)F)c1)C[C@@H]2C(=O)N1CCN(C(=O)C2CC2)CC1	i
CC[C@]12c3[nH]c4ccc(Cl)cc4c3CCN1C(=O)[C@@H](CC(=O)NCC13CC4CC(CC(C4)C1)C3)C[C@@H]2C(=O)N1CCN(C(=O)c2ccco2)CC1	i
CSCCC(NC(=O)COc1ccccc1)C(=O)N1CCOCC1 (stereo not drawn)	i
O=C(NCCCN1CCOCC1)c1cn(-c2ccccc2)nc1-c1ccc(Br)cc1	i
CCCSc1nnc(NC(=O)CSc2nc3[nH]c(=O)cc(O)c3s2)s1	i
NCC(=O)NCC(=O)NC[C@H]1O[C@@H](n2ccc(=O)[nH]c2=O)[C@H](O)[C@@H]1O	i
COc1cc(CC(=O)OCC(=O)NC2CCCC2)cc(OC)c1OC	i
NS(=O)(=O)c1ccc(N2N=C(c3ccccc3)CC2c2cccc(Br)c2)cc1 (stereo not drawn)	i
O=C(Cc1cccc(NC(=O)C2CCCN(C(=O)C3CCCCC3)C2)c1)Nc1cccc(C(=O)N2CCCCC2)c1 (stereo not drawn)	i
Cc1ccc(S(=O)(=O)N(C)C)cc1NC(=O)C(C)OC(=O)C1CCCCC1 (stereo not drawn)	i
COc1ccc(S(=O)(=O)N2CCCCC2)cc1NC(=O)CNc1ccccc1C(C)=O	i
COc1ccc(NC(=O)c2ccc3c(c2)NC(=O)CS3)cc1	i
Cc1nnc(SCC(=O)NCCC2=CCCCC2)[nH]c1=O	i
CC(C)(C)c1ccc(C(=O)O[C@H]2[C@H](Cc3ccccc3)NS(=O)(=O)[C@H]3C[C@@H]4C=C[C@]23O4)cc1	i
CCOC(=O)Sc1nc2ncncc2[nH]1	i
O=C(Nc1ccc(C(F)(F)F)cc1)C1CCCCN1S(=O)(=O)c1ccccc1 (stereo not drawn)	i
CCCCCC1C(=O)C[C@@H]2CCN3C(=O)CCC[C@H]1[C@H]23 (stereo partly drawn)	i
Cc1ccc(C)c(NC(=O)CN(C)C(=O)c2cc3ccccc3oc2=O)c1	i
COc1ccc(Cl)cc1NC(=O)CN(C)C(=O)c1ccc2n[nH]nc2c1	i
COc1cc(C)ccc1OCC(=O)Nc1ccc2c(c1)OCO2	i

Next part.
SMILES	KCNK3 block
CCN(CC)S(=O)(=O)c1ccc(/C=C/C(=O)OCC(=O)NNC(=O)c2ccc(OC)cc2)cc1	i
O=C(Nc1cccc(C(=O)N2CCOCC2)c1)C1CCCC1	i
Cc1ccc(CNC(=O)C2CSC3(C)CCC(=O)N23)cc1 (stereo not drawn)	i
Cc1ccc(C)c(S(=O)(=O)N2CCN(Cc3cc4c(cc3O)OCO4)CC2)c1	i
COc1ccc(-c2nc3cnccn3c2NC2CCCCC2)cc1-c1cccc(Cl)c1	i
O=C(Nc1cccc2nsnc12)c1cc2c(cc1Cl)Sc1nccn1S2(=O)=O	i
CN(c1ccccc1)S(=O)(=O)c1cccc(NC(=O)C2CCCO2)c1 (stereo not drawn)	i
O=C(c1ccc(Cl)nc1)N1CCN(S(=O)(=O)c2ccc3c(c2)OCCO3)CC1	i
Cc1cc(=O)[nH]c(SCC(=O)N2CCN(C(=O)c3ccco3)CC2)n1	i
NC(=O)C1CCCN1Cc1ccc2c(c1)OCO2 (stereo not drawn)	i
CN(Cc1ccccc1F)C(=O)CCNC(=O)c1ccc(C(C)(C)C)cc1	i
COc1cccc(/C=C/C(=O)OCC(=O)c2ccc3c(c2)NC(=O)CO3)c1	i

6 entries picked at random from those above:
SMILES	KCNK3 block
COc1ccc(Cl)cc1NC(=O)CN(C)C(=O)c1ccc2n[nH]nc2c1	i
O=C(CSc1ccc([N+](=O)[O-])cc1)Nc1nnc(C2CC2)s1	i
Cc1cc(C)c(C#N)c(SCC(=O)Nc2c(C)n(C)n(-c3ccccc3)c2=O)n1	i
CN(CC(=O)Nc1ccc(Cl)c(C(F)(F)F)c1)C(=O)c1ccccc1SCC(=O)N1CCCC1	i
O=C(Nc1cccc2nsnc12)c1cc2c(cc1Cl)Sc1nccn1S2(=O)=O	i
COc1ccc(C2=CC(=O)C[C@H](CN3C(=O)c4ccccc4C3=O)N(C(=O)OC(C)(C)C)O2)cc1	i

(next part)
SMILES	KCNK3 block
CN(CC(=O)Nc1ccccc1Br)C(=O)c1ccccc1OCc1ccccc1Cl	i
COc1cc(C(=O)NNC(=O)c2ccc(F)cc2)ccc1OCC(=O)N1CCOCC1	i
O=C(COC(=O)c1ccc(S(=O)(=O)N2CCOCC2)cc1)Nc1ccccc1OC(F)F	i
O=C(C[C@H]1C/C=C\CC[C@@H](Cc2ccc(F)cc2)C(=O)OC[C@H]2CCCN2C1=O)N[C@H](CO)Cc1ccccc1	i
CCOc1ccc(NC(=O)CN(C)C(=O)c2cc3c(s2)CCC(C)C3)cc1OCC (stereo not drawn)	i
O=C(Nc1ccc(NC(=O)c2ccccc2F)cc1)c1cccs1	i
O=C(COC(=O)c1c(F)cccc1Cl)NC(=O)Nc1ccc2c(c1)OCCO2	i
CN(Cc1ccccc1)C(=O)c1cccc(NC(=O)Cc2ccc(NC(=O)C3CCN(C(=O)C4CCCC4)CC3)cc2)c1	i
c1cncc(-c2ccc3ncnc(NCc4ccc5c(c4)OCO5)c3c2)c1	i
CN(C)C(=O)CCc1ccc2c3c([nH]c2c1)[C@]1(C)[C@@H](C(=O)N2CCCCC2)C[C@H](CC(=O)NCc2ccco2)C(=O)N1CC3	i
COCCN(CC(=O)Nc1cccc(C)c1C)C(=O)c1cc(S(=O)(=O)N2CCCC2)ccc1C	i
[O-][N+](=C(c1ccccc1)c1ccccc1)c1ccccc1	i
COc1ccccc1NS(=O)(=O)c1cc(NC(=O)c2ccccc2C)ccc1N1CCOCC1	i
Cn1nnnc1Sc1ncnc2scc(-c3ccc(C#N)cc3)c12	i
CCCCNC(=O)c1ccccc1C(=O)NC1(C(=O)NCCCC)CCCC1	i
C[C@H](CO)N1C[C@H](C)[C@@H](CN(C)C(=O)Nc2ccc(C(F)(F)F)cc2)Oc2ccc(NC(=O)Nc3ccccc3)cc2C1=O	i
CC(=O)c1c(C)[nH]c(C(=O)Nc2cccc(S(=O)(=O)N3CCCC3)c2)c1C	i
O=C(c1ccc(Cl)cc1)c1cccc(O)c1	i
O=C(CN1CCN(C(=O)c2cccc(S(=O)(=O)N3CCCC3)c2)CC1)Nc1ccc(F)cc1	i
COc1cccc(C(=O)C[n+]2cccc3cc(OC)ccc32)c1	i
COc1ccc(Cl)cc1NC(=O)COC(=O)c1ccc(C)o1	i

An excerpt; the hit share may differ from the screen's.
